Screening results deposited in PubChem BioAssay by several laboratories.
CHRM5 PAM: positive allosteric modulators of human muscarinic M5 receptor; P08912; CHO-K1 hM5, Fluo-8 calcium, ACh EC20 PAM; 0% = ACh EC20, 100% = ACh EC100; activation, % at 3 µM; 360,000 compounds, 0.3% hits; AID 624038;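 active = activation above the run cutoff, the mean activation of all test compounds plus 3 SD, cut at about 18% in these data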
Target sequence (P08912 whole entry, looked up): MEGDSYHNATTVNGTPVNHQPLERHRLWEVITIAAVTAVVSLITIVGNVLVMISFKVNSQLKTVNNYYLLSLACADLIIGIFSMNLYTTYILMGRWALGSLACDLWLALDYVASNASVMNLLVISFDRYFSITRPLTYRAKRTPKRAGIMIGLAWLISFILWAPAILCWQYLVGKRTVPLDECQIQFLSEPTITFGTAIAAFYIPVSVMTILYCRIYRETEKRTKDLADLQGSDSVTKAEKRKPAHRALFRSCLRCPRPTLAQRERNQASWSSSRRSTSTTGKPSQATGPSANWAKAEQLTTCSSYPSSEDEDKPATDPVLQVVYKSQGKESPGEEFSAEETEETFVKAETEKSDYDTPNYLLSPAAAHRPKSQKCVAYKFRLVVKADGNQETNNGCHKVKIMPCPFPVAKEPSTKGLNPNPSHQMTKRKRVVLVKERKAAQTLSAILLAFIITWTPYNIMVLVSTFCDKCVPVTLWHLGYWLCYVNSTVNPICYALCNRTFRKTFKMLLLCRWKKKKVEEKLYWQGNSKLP
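Assay system: CHO-K1 hM5 cells / Incubation: Fluo-8 loading 80 min at 37 °C plus 30 min room temperature / Technique: Fluo-8 calcium dye fluorescence, kinetic read / Repeats: single replicate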
CRFBP-R2 agonist: CRF-BP/CRF-R2 complex agonism; 350,000 compounds, 0.46% hits; HEK293 CRF-R2/CRF-BP, calcium dye fluorescence (FLIPR); percent of saturating CRF peptide response; activation, % at 13.2 µM;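 active = activation of at least 50%, plus an integration ratio under a set limit after plate pattern correction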;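 also: plate controls were neutral control wells without compound for no effect and CRF at EC100 for full effect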
CHRM4 PAM: positive allosteric modulators of human muscarinic M4 receptor; activation, % at 3 µM; P08173; CHO-K1 hM4/Gqi5, Fluo-8 calcium fluorescence, ACh EC20; 0% = ACh EC20, 100% = maximal ACh; 360,000 compounds, 0.4% hits; AID 624126;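 active = activation above its plate's cutoff, the mean activation of sample wells plus 3 SD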; also: some results filed as inactive read as strong as hits
TAAR1 agonist: agonists of human TAAR1. 360,000 compounds, 0.99% hits. activation, % at 3 µM. CHO RD-HGA16 TAAR1, Fluo-8 calcium fluorescence; vehicle wells 0%, saturating PEA agonist 100%. Q96RJ0. AID 624467;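 active = activation above the mean activation of all test compounds in the run plus 3 SD, cut at about 38% in these data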
Target sequence (Q96RJ0 whole entry, looked up): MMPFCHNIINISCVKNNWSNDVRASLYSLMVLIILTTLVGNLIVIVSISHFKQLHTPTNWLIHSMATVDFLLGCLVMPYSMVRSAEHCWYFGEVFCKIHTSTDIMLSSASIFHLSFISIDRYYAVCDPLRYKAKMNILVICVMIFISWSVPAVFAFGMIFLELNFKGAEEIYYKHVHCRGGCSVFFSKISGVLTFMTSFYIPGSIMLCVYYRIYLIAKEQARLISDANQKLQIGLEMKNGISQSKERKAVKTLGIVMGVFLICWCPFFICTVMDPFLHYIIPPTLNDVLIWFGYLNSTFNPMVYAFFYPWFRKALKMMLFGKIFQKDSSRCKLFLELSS
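Signal – calcium-sensitive Fluo-8 signal, excitation 470-495, emission 515-575 nm · System – RD-HGA16 (CHO) cells co-expressing Gα16 and hTAAR1 · Incubation – 17-24 h seeding, 75 min 37 °C dye, 30 min RT · Compound dosing – 3 µM single concentration · Repeats – no replicates (n 1)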
M1 PAM parental: nonselective activator or artifact in parental CHO-K1 calcium assay; ATP EC20, Fluo-8 calcium fluorescence; 0% at ATP EC20, 100% at ATP max; activation, % at 3 µM; 360,000 compounds, 0.02% hits; AID 602247;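 active = activation above the run cutoff, the mean activation of all test compounds plus 3 SD, cut at about 40% in these data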;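 also: peak over basal fluorescence ratio in a 140 s read after ATP addition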
CHRM5 antagonist: blocks acetylcholine activation of human M5 receptor; 360,000 compounds, 0.59% hits; inhibition, % at 3 µM; CHO-hM5 cells, Fluo-8 calcium fluorescence, ACh EC80; AID 624040;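 active = inhibition above a per-plate cutoff, the mean of that plate's test compounds plus 3 SD, cut at about 27% in these data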;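 also: 0% = acetylcholine EC80 with DMSO and 100% = DMSO without agonist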
TAAR1 antagonist: human TAAR1 antagonism | Q96RJ0 | inhibition, % at 3 µM | CHO RD-HGA16 TAAR1, Fluo-8 calcium fluorescence, antagonist | 360,000 compounds, 1.5% hits | AID 624466;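 active = inhibition above a per-plate cutoff, the mean inhibition of test compounds on that plate plus 3 SD, cut at about 49% in these data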;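 also: 0% = DMSO plus EC80 beta-PEA response and 100% = DMSO alone without agonist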
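Material: CHO RD-HGA16 cells bearing hTAAR1; compound dosing: one-point dosing, 3 µM nominal final; schedule: dye loading 75 min at 37 °C, then 30 min room temperature; measured by: calcium fluorescence with Fluo-8; control set: vehicle and agonist controls; replication: n of 1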
CHRM5 agonist: agonists of human muscarinic M5 receptor (CHRM5); P08912; CHO-K1 hM5 cells, Fluo-8 calcium fluorescence; 0% DMSO wells, 100% maximal acetylcholine response; activation, % at 3 µM; 360,000 compounds, 0.19% hits;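 active = activation above the run's mean over test compounds plus 3 SD, cut at about 23% in these data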;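 also: signal is peak over basal fluorescence ratio across the kinetic read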
CRFR2-BP antag: CRF-BP/CRF-R2 complex antagonism. HEK293 CRF-R2/CRF-BP, CRF-induced calcium fluorescence. inhibition, % at 11.8 µM. 350,000 compounds, 0.59% hits. AID 588475;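 active = inhibition of the ligand-induced calcium signal above about 50% at the single tested concentration, limit read from the data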
An asterisk follows results filed as active; · = not tested or not shown.

SMILES	CHRM5 PAM	CRFBP-R2 agonist	CHRM4 PAM	TAAR1 agonist	M1 PAM parental	CHRM5 antagonist	TAAR1 antagonist	CHRM5 agonist	CRFR2-BP antag
CCOc1ccccc1N1CCN(C(=O)c2cc(S(=O)(=O)N(C)C)ccc2N2CCCC2)CC1	-24	0.3	-4	19	-13	15	57*	4	-14
COc1ccc(Cl)cc1S(=O)(=O)N1CCC(C(=O)N2CCOCC2)CC1	-6	0.5	-5	1	-6	12	-3	-4	10
CC(=O)OC1CCC2C3CCc4cc(OP(=O)(N5CC5)N5CC5)ccc4C3CCC12C (stereo not drawn)	0	0.5	-3	0	8	8	-2	0	-25
O=C(NCCN1CCOCC1)c1ccc(CS(=O)(=O)Cc2ccccc2F)o1	4	0.2	2	12	22	-2	-12	-2	5
CSc1ncc(S(=O)(=O)c2ccccc2)c(=O)[nH]1	-1	-6.2	-1	7	18	-6	5	-3	12
Cc1nnc(N(C)C(=O)c2ccc3c(c2)OCO3)s1	14	-1.4	4	0	9	-1	-16	0	-21
Cc1ccc(CCNC(=O)C2CCN(S(=O)(=O)c3ccc4c(c3)NC(=O)CO4)CC2)cc1	1	0.3	1	4	1	0	-3	-3	-11
C=CCNC(=O)CCNS(=O)(=O)c1ccc(Br)cc1	0	-0.8	-3	6	-4	-2	-1	2	-8
COc1ccc(C(=O)NC(CC(=O)O)c2cc([N+](=O)[O-])ccc2Cl)cc1 (stereo not drawn)	0	-0.7	-1	-1	18	6	-4	-2	-5
COc1ccc(CCC(=O)NCc2cn3ccc(C)cc3n2)cc1	2	-3.1	1	-1	6	-6	-6	-2	30
COc1ccc(C2CC(=O)Oc3cc(C)cc(C)c32)cc1 (stereo not drawn)	-7	9.9	2	3	27	-1	1	-1	-1
CCOC(=O)c1c(NC(=O)CSc2nnnn2-c2ccc3c(c2)OCCO3)sc(C)c1C	2	-3.0	5	13	-2	0	1	2	-3
COc1ccc(-n2nc(C(=O)NCC(=O)N3CC(C)CC(C)C3)c3ccccc3c2=O)cc1OC (stereo not drawn)	-11	-0.3	-12	14	-9	10	47	2	7
COc1cc(/C=C(\C#N)C(=O)Nc2cccc(C(=O)O)c2)ccc1OCc1ccc(C)cc1	-2	0.3	0	-3	16	16	33	-4	0
Cc1ccc(S(=O)(=O)CCC(=O)Nc2nnc(-c3ccccc3S(C)(=O)=O)o2)cc1	2	-0.5	3	4	-5	2	-12	3	8
CC1CN=C(NS(=O)(=O)c2ccccc2)N1 (stereo not drawn)	-6	0.8	-1	7	8	12	-31	0	8
CCc1cc2c(-c3ccccc3)cc(=O)oc2cc1OC(C)C(=O)NCC1CCC(C(=O)O)CC1 (stereo not drawn)	9	-0.6	13	0	-7	-6	-66	3	3
COc1cccc(-n2nnnc2SCC(=O)Nc2nc3c(s2)CCCC3)c1	-4	-1.6	-3	1	-1	1	3	0	2
COc1ccc(-c2nnc(NC(=O)c3ccccc3[N+](=O)[O-])s2)c(OC)c1	-1	-2.2	4	1	-4	-2	3	1	16
COc1cc(OC)cc(C(=O)Nc2cccnc2)c1	2	-1.1	0	1	18	-7	-1	-2	-2
O=c1c2ccccc2nc2n1CCc1c-2[nH]c2ccccc12	-8	0.0	6	-1	10	5	-11	0	11
CC(=O)c1sc(C(=O)O)c(-c2ccco2)c1-c1ccco1	-4	-5.4	-3	0	11	5	-12	5	-1
O=C(c1n[nH]c(=O)c2ccccc12)N1CCN(c2ccc(F)cc2)CC1	4	0.4	2	6	12	-4	2	4	0
Cc1ccn2c(=O)c(NC(=O)c3cccc4ccccc34)c(C)nc2c1	-9	0.1	-8	12	5	7	17	4	-5
CCc1cc2c(N=Nc3c(O)[nH]c4ccccc34)ncnc2s1	0	2.7	-3	1	16	0	-1	-2	-17
COc1ccc(-c2nc3ccc(C)cn3c2CC(C)(C)C)cc1OC	4	·	9	4	-3	4	2	-4	·
O=C(c1cc([N+](=O)[O-])ccc1N1CCCCC1)N1CCCCC1	-11	-6.9	-1	8	12	6	3	0	12
COc1ccc(CCNC(=O)C(=O)NCC2OCCN2S(=O)(=O)c2cccs2)cc1 (stereo not drawn)	-4	0.6	2	7	4	7	-28	-1	5
Cc1cc(OCC(=O)Nc2ccc(N3CCN(C)CC3)cc2)ccc1Cl	-12	-0.1	-1	22	18	-2	-2	-5	0
CC1=N/C(=C\c2ccc([N+](=O)[O-])cc2)C(=O)N1c1ccc(F)cc1F	1	2.6	-2	0	-5	3	-15	-2	-8
Cc1ccc(C(=O)O)cc1NC(=O)CN1C(=O)C2C3c4ccccc4C(Br)(c4ccccc43)C2C1=O (stereo not drawn)	0	-2.9	-2	4	13	-1	-10	-1	35
Cc1ccc(-c2[nH]c(=O)n3ccncc23)s1	-1	0.5	2	3	11	0	-10	-1	9
Cc1cc(N2CCCC2=O)c(N)cc1N	1	-1.6	-4	7	13	6	8	1	29
O=C(O)Cc1ccc2c(c1)N(S(=O)(=O)c1cccc(C(F)(F)F)c1)CC(C(=O)O)O2 (stereo not drawn)	2	0.9	-1	14	20	-5	1	-2	6
O=C(NC(=S)NC1CCN(Cc2ccccc2)CC1)c1ccc(F)cc1	-2	-3.3	-9	0	10	10	-4	-9	-44
CCOc1ccc(CN2CCNC(=O)C2CC(=O)NCCc2ccccn2)cc1 (stereo not drawn)	-2	0.7	10	16	17	-2	9	-4	-7
CNc1nc(N/N=C/c2cc3c(cc2[N+](=O)[O-])OCO3)nc(Nc2ccccc2)n1	-11	-0.8	-4	11	14	9	5	3	17
COC(=O)c1[nH]c2cc(C)ccc2c1NC(=O)CN1CCOCC1	3	0.3	11	1	19	-1	-35	1	-7
O=C(Nc1ccc(Br)cc1)c1ccco1	0	0.1	5	0	3	-6	4	-1	-18
Cc1ccc(C(=O)NCc2ccc(Cl)c(Cl)c2)o1	5	-0.1	8	8	19	-10	11	-8	6
CCn1c(-c2ccccn2)nc2cc(S(=O)(=O)N(C)C)ccc21	-4	0.7	3	-3	-4	9	-7	-2	1
C=CCn1c(SCCC)nc2sc3c(c2c1=O)CCc1ccccc1-3	-1	4.2	1	0	14	3	-9	1	-1
CCCCC(NS(=O)(=O)c1ccc(C)cc1)C(=O)Oc1ccc2c3c(c(=O)oc2c1)CCC3 (stereo not drawn)	1	0.8	13	3	15	-5	12	-3	-54
CN(C)S(=O)(=O)c1ccc(Cl)c(NC(=O)COC(=O)c2ccc3c(c2)NC(=O)CS3)c1	-11	0.9	-18	7	8	13	30	4	0
CCN1C(=O)/C(=C\N2CCN(C)CC2)SC1=S	0	-0.1	7	4	1	-1	4	-2	-5
Cc1ccc(NC(=O)COC(=O)COc2cccc3c2OC(C)(C)C3)cc1C	4	0.1	-1	0	0	-14	-12	-2	2
CC(=O)OC(C=C(C)C)C/C(C)=C/COc1c2ccoc2cc2oc(=O)ccc12 (stereo not drawn)	-5	-1.6	-3	3	-12	-1	70*	-1	12
COc1ccc(OC)c(NC(=O)c2nnn(Cc3ccc(Br)cc3F)c2N)c1	2	5.8	18	10	-11	-6	-10	5	-26
Cc1ccc(Nc2cc(=O)n(C)c(=O)[nH]2)cc1C	-3	-0.7	9	17	16	8	-1	1	0
c1cncc(Nc2c3ccccc3nc3ccccc23)c1	-4	-3.8	-12	-2	13	6	-8	-1	-20
Cc1cc(C)cc(NC(=O)N2CCN(S(C)(=O)=O)CC2)c1	-1	1.1	0	11	-1	-3	0	-1	2
CCC(C)n1c(/C=C/c2ccccc2)nc2ccccc21 (stereo not drawn)	3	-3.9	12	6	-2	-8	-8	-7	7
O=C(CNC(=O)c1ccc(Br)o1)NCCc1ccc(F)cc1	-6	0.4	0	9	8	19	-18	0	6
Cc1ccc(Cn2c(=N)n(CC(O)c3ccco3)c3ccccc32)cc1 (stereo not drawn)	4	-2.6	-3	3	13	-3	0	2	-30
O=C(CCNC(=O)c1ccc([N+](=O)[O-])cc1)Nc1ccccc1N1CCOCC1	5	5.7	-2	5	14	4	4	-2	11
O=C(O)C1Nc2c(Cl)cc(Cl)cc2C2C=CCC12 (stereo not drawn)	13	2.9	-1	·	10	-1	·	10	4
Cc1ccc(C)c(S(=O)(=O)N2CCCC2CNC(=O)C(=O)NCc2ccccc2C)c1 (stereo not drawn)	0	1.6	0	2	9	6	-13	-5	3
CN(c1cccc(NC(=O)c2ccccc2N(C)S(C)(=O)=O)c1)S(C)(=O)=O	5	-0.7	2	1	9	0	-19	0	4
O=C(N/N=C/c1cccc(OC(=O)c2ccco2)c1)c1ccc(F)cc1	-7	-0.1	3	-1	9	-1	18	-1	-12
Cc1occc1C(=O)NNC(=O)Nc1ccc(F)cc1F	-3	-0.5	-5	6	-4	-2	21	2	4

Next records follow.
SMILES	CHRM5 PAM	CRFBP-R2 agonist	CHRM4 PAM	TAAR1 agonist	M1 PAM parental	CHRM5 antagonist	TAAR1 antagonist	CHRM5 agonist	CRFR2-BP antag
O=C(CSc1ncccn1)N1CCN(S(=O)(=O)c2ccccc2)CC1	0	1.6	20	0	23	12	-10	-7	8
O=C(Nc1nnc(SCC(=O)N2CCCc3ccccc32)s1)c1ccccc1	-6	-2.5	-1	5	21	4	-1	1	-13
COc1ccc(NC(=O)CCNC(=O)C2CCN(S(=O)(=O)c3ccc(F)cc3)CC2)cc1OC	-1	-0.6	5	1	2	10	-29	-2	-11
CCn1c(=O)c2cc(C(=O)NCCN3CCOCC3)sc2c2ccccc21	-13	-1.3	-17	3	23	7	-1	0	16
Cc1nc(SCC(=O)O)c2oc3ccccc3c2n1	3	2.3	-3	12	2	-1	5	-1	2
